# High-throughput results from PubChem BioAssay.
# beta cell repl: induces beta-cell replication in MIN6 cells | proliferation, % at 10 µM | MIN6 cells proliferation, ATPlite luminescence, 48 h; cells starved in 0.2% serum; 100% = growth in 10% serum | 330,000 tested, 0.29% active;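 active = compounds whose signal lies at least 3.5 SD above the mean of all wells on their plate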;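 also: 0% = DMSO-treated cells in low-serum medium and 100% = 10% serum control; some compounds called inactive have numbers as strong as hits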
# SENP8 block-1: inhibitors of human SENP8 protease; Q96LD8; purified SENP8, Z-RLRGG-aminoluciferin cleavage, luminescence; inhibition, % at 10 µM; 330,000 tested, 1.2% active; AID 2540; in the data active = inhibition above about 50%
# Target sequence (Q96LD8 whole entry, looked up): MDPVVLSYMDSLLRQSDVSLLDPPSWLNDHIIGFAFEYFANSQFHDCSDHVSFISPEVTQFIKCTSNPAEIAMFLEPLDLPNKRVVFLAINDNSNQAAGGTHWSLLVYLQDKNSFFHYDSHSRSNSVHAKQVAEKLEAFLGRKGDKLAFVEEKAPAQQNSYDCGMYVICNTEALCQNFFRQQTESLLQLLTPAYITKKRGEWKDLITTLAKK
# SENP6 inh: blocks the human protease SENP6; Q9GZR1; Recombinant SENP6 catalytic domain, aminoluciferin luminescence; inhibition, % at 10 µM; 330,000 tested, 1.8% active;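 active = inhibition above about 50% at the single tested dose, limit read from the data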;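 also: plate controls were DMSO wells with enzyme for no effect and DMSO wells lacking enzyme for full effect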
# SENP7 inh: blocks the human protease SENP7; recombinant SENP7, Z-RLRGG-aminoluciferin luminescence, 40 min; inhibition, % at 5 µM; 330,000 tested, 1.5% active;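 active = inhibition above about 50% at the single test dose, limit read from the data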;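 also: plate controls were DMSO with enzyme for no effect and no enzyme buffer wells for full effect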
# Target sequence (Q9BQF6 706-1050 limits assumed): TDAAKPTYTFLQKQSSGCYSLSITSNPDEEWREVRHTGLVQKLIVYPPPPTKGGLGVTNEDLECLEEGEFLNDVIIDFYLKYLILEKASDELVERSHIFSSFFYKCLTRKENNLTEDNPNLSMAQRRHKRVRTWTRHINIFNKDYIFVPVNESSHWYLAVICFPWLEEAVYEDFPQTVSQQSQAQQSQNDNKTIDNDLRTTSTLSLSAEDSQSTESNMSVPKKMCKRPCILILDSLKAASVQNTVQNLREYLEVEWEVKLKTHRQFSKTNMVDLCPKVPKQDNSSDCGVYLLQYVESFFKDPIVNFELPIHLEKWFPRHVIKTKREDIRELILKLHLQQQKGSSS
# SENP1 FRET inh: inhibitors of human SENP1 SUMO protease catalytic domain | Q9P0U3 | recombinant SENP1 catalytic domain, CyPet-SUMO1-YPet FRET cleavage | inhibition, % at 10 µM | 360,000 tested, 0.21% active;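 active = inhibition at least 30% at 10 µM, raw YFP signal under a set limit, fluorescence ratio 0.5 to 1.5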;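 also: 0% = enzyme with DMSO and 100% = no enzyme wells; some results filed as inactive read as strong as hits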
#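 Assay system – human recombinant His6-tagged SENP1 catalytic domain enzyme · Input – SENP1 enzyme, 20 pM final · Buffer or medium – Tris pH 8 buffer plus EDTA, NaCl, BME, BSA, NP40, catalase · Schedule – 50 min reaction at room temperature · Technique – FRET read of cyan and yellow fluorescence · Control set – no-enzyme wells low, DMSO-plus-enzyme wells high control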
# HKDC1 inhibitor: HKDC1 (human) hexokinase inhibition; Q2TB90; recombinant HKDC1, G6PDH/diaphorase resazurin coupled fluorescence; inhibition, % at 20 µM; 340,000 tested, 0.16% active;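 active = inhibition above about 35% when tested at 20 µM, limit read from the data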;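 also: plate controls were DMSO wells with enzyme for no effect and DMSO wells lacking enzyme for full effect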
#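 Assay system: recombinant HKDC1 hexokinase; detection: coupled resazurin fluorescence, excitation 525 nm, emission 613 nm; benchmarks: DMSO-plus-enzyme-mix negative control, buffer-substituted positive control; compound dosing: single 20 µM dose; schedule: 90 min at room temperature in dark; also added: glucose plus 1 mM ATP as hexokinase substrates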
# PfG6PD inh: PfG6PD (Plasmodium falciparum) enzyme inhibition; PfGluPho enzyme, NADPH resazurin-diaphorase fluorescence; inhibition, % at 20 µM; 350,000 tested, 0.78% active;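 active = inhibition reaching at least a set limit at 20 µM in the primary screen, cut at about 59% in these data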;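 also: 0% = DMSO wells with substrate and 100% = DMSO wells lacking glucose-6-phosphate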
# SENP8 block-2: SENP8 (human) protease inhibition | inhibition, % at 20 µM | recombinant SENP8, Nedd8 substrate fluorescence | AID 602440 | 360,000 tested, 0.64% active; in the data active = inhibition mostly above about 40%, no sharp cut-off; inactive = mostly below about 27%
# UBC13 inh: inhibitors of human UBC13 polyubiquitin chain formation. P61088. TR-FRET. inhibition, % at 20 µM. 330,000 tested, 0.47% active. AID 485273; in the data active = inhibition above about 45%, passing the limit was not always enough
# Target sequence (P61088 whole entry, looked up): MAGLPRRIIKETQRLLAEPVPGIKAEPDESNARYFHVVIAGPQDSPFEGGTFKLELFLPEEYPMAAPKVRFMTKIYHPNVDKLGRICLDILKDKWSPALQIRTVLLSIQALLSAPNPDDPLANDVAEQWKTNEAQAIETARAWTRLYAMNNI
# * hit, by the source's call; nt = no result given.
# Key to letters: A = beta cell repl; B = SENP8 block-1; C = SENP6 inh; D = SENP7 inh; E = SENP1 FRET inh; F = HKDC1 inhibitor; G = PfG6PD inh; H = SENP8 block-2; I = UBC13 inh
Cc1ccc(-c2nc(-c3ccccc3)no2)c(Cl)c1
  A: -5; B: 97*; C: 98*; D: 100*; E: 1; F: 2; G: 7; H: -3; I: 1
COc1ccc(Br)cc1/C=N/NC(=O)CNC(=O)/C=C/c1ccccc1
  A: -3; B: -1; C: 3; D: 12; E: -15; F: -15; G: 4; H: -38; I: -11
Cc1cccc(C(=O)N2CCN(S(=O)(=O)N3CCCCCC3)CC2)c1
  A: 0; B: 5; C: -4; D: 9; E: 0; F: -8; G: 0; H: 3; I: 6
O=C(CN1CCN(S(=O)(=O)/C=C/c2ccccc2)CC1)NCC(F)(F)F
  A: -3; B: 5; C: 5; D: 3; E: 0; F: -8; G: -10; H: 18; I: -6
O=C(CCC(=O)OCC(=O)c1ccccc1)NC1CCCCC1
  A: -4; B: -9; C: -19; D: -4; E: 1; F: -4; G: -1; H: 11; I: 8
COc1ccc(/C=C2/C(=O)N(c3ccccc3)N=C2C)cc1Br
  A: -4; B: -2; C: -3; D: 22; E: 4; F: 16; G: 4; H: 46*; I: -63
O=C(O)c1ccc2cc(-c3ccccc3)[nH]c2c1
  A: -1; B: 97*; C: 95*; D: 100*; E: 4; F: 0; G: -4; H: -454; I: 5
Cc1cc(=O)[nH]c(SCC(=O)N2CCN(S(=O)(=O)c3ccccc3)C2)n1
  A: -1; B: 4; C: 15; D: -3; E: 1; F: -9; G: 2; H: 6; I: 3
O=[N+]([O-])c1ccc(Sc2cccc[n+]2[O-])c2nonc12
  A: nt; B: nt; C: nt; D: nt; E: 41*; F: 15; G: 115*; H: 15; I: nt
Cc1scc(C(=O)N/N=C/c2ccc([N+](=O)[O-])o2)c1C
  A: -4; B: 11; C: 20; D: 1; E: -5; F: nt; G: nt; H: 22; I: -12
O=C(c1ccc(F)cc1)N1CCN(c2ccc([N+](=O)[O-])cc2-n2cccc2)CC1
  A: -2; B: -1; C: -29; D: -7; E: -2; F: 5; G: 21; H: 16; I: -7
COc1ccccc1NC(=O)c1ccc2nsnc2c1
  A: -3; B: 9; C: 28; D: 5; E: 1; F: 3; G: 21; H: 9; I: -1
CC1Sc2ccc(S(=O)(=O)CCC(=O)Nc3ccc(C(C)C)cc3)cc2NC1=O (stereo not drawn)
  A: 1; B: -4; C: -4; D: 1; E: 1; F: -4; G: 14; H: 17; I: 14
N#CC1=C(N)Oc2c(oc(CO)cc2=O)C1c1cccs1 (stereo not drawn)
  A: -2; B: 0; C: 22; D: 4; E: 0; F: 6; G: -20; H: 45*; I: -3
CCN(CC)CCN1C(=O)C2C(C(=O)Nc3ccc(C(C)C)cc3)C3C=CC2(O3)C1C(=O)NC1CCCCC1 (stereo not drawn)
  A: 0; B: 0; C: -7; D: -1; E: 2; F: -3; G: -9; H: 0; I: 1

# Record cards, from the list above. Values in the order: beta cell repl | SENP8 block-1 | SENP6 inh | SENP7 inh | SENP1 FRET inh | HKDC1 inhibitor | PfG6PD inh | SENP8 block-2 | UBC13 inh
# `CCN(CC)CCN1C(=O)C2C(C(=O)Nc3ccc(C(C)C)cc3)C3C=CC2(O3)C1C(=O)NC1CCCCC1` (stereo not drawn) across the screens: 0 | 0 | -7 | -1 | 2 | -3 | -9 | 0 | 1
# `COc1ccc(Br)cc1/C=N/NC(=O)CNC(=O)/C=C/c1ccccc1` across the screens: -3 | -1 | 3 | 12 | -15 | -15 | 4 | -38 | -11
# `Cc1cc(=O)[nH]c(SCC(=O)N2CCN(S(=O)(=O)c3ccccc3)C2)n1` across the screens: -1 | 4 | 15 | -3 | 1 | -9 | 2 | 6 | 3
# `Cc1ccc(-c2nc(-c3ccccc3)no2)c(Cl)c1` across the screens: -5 | 97* | 98* | 100* | 1 | 2 | 7 | -3 | 1
# `O=[N+]([O-])c1ccc(Sc2cccc[n+]2[O-])c2nonc12` across the screens: nt | nt | nt | nt | 41* | 15 | 115* | 15 | nt

# Remaining list, next part:
# Key to letters: A = beta cell repl; B = SENP8 block-1; C = SENP6 inh; D = SENP7 inh; E = SENP1 FRET inh; F = HKDC1 inhibitor; G = PfG6PD inh; H = SENP8 block-2; I = UBC13 inh
Cc1cccc(NCc2nc(SCC(=O)Nc3ccccc3Br)n[nH]2)c1
  A: 0; B: -1; C: -8; D: -7; E: 1; F: -2; G: -13; H: 10; I: 5
O=C1C=C(c2ccoc2)N2CCC[C@H]2C1
  A: -3; B: -1; C: -7; D: 7; E: -1; F: -4; G: -11; H: 5; I: 4
Cc1ccc2c(c1)CC1(CN2C)C(=O)OC(C)(C)OC1=O
  A: -1; B: -10; C: -14; D: -7; E: -3; F: 7; G: -8; H: 13; I: -9
Cc1cc(C)n2nc(SC(C)C(=O)Nc3ccccc3F)nc2n1 (stereo not drawn)
  A: -3; B: -1; C: 9; D: 6; E: 0; F: 17; G: 10; H: 9; I: 6
COc1ccc(OCC(=O)NNC(=O)C(=O)N2CCCC2)cc1
  A: -1; B: -8; C: 5; D: -10; E: 3; F: -9; G: 6; H: 9; I: 4
CC(=O)N1CCN(S(=O)(=O)c2c(F)cc(F)c(Cl)c2F)CC1
  A: -6; B: -1; C: -4; D: 2; E: 2; F: -5; G: 0; H: 12; I: -2
CCOC(=O)CNC(=O)c1cn(CC)c(=O)c2cc(OC)c(OC)cc12
  A: 0; B: 3; C: 11; D: 8; E: -2; F: 2; G: -8; H: -2; I: 6
O=C(NCCc1cccc(Cl)c1)c1cc2ccccc2oc1=O
  A: -3; B: -5; C: -5; D: 9; E: 0; F: -7; G: -16; H: -110; I: -4
Cc1ccc(S/C=C\C(=O)c2ccccc2)cc1
  A: -4; B: 82*; C: 87*; D: 92*; E: 1; F: 22; G: 16; H: 15; I: -1
O=C(COc1nc2ccccc2nc1N1CCOCC1)N1CCc2ccccc21
  A: nt; B: nt; C: nt; D: nt; E: -23; F: -1; G: -13; H: -51; I: nt
COc1cc(OC)c(C(=O)OCC(=O)c2ccc3c(c2)NC(=O)CO3)cc1OC
  A: -1; B: 3; C: 2; D: 7; E: 2; F: -4; G: 16; H: 5; I: 2
O=C(COC(=O)c1ccccc1F)NNC(=O)c1ccccc1
  A: 4; B: 1; C: -9; D: -6; E: 1; F: -8; G: 16; H: 13; I: 0
CN(C)c1ccc(/C=C(/C#N)C(=O)NCc2ccccc2)o1
  A: -2; B: -3; C: -12; D: -9; E: -22; F: -11; G: 15; H: 40; I: -474
NC(=O)c1ccc(C(F)(F)F)n(Cc2ccc(Cl)cc2)c1=O
  A: -1; B: 2; C: 3; D: 9; E: 7; F: 4; G: 11; H: 18; I: 8
c1csc(C2Nc3ccccc3-c3nc4ccccc4n32)c1 (stereo not drawn)
  A: 0; B: -11; C: -4; D: -10; E: -2; F: 11; G: 0; H: -425; I: 5

# Only SENP1 FRET inh, for three of the compounds above:
smiles,SENP1 FRET inh
CCN(CC)CCN1C(=O)C2C(C(=O)Nc3ccc(C(C)C)cc3)C3C=CC2(O3)C1C(=O)NC1CCCCC1 (stereo not drawn),2
Cc1cccc(NCc2nc(SCC(=O)Nc3ccccc3Br)n[nH]2)c1,1
O=C1C=C(c2ccoc2)N2CCC[C@H]2C1,-1
